# Assay outcomes: PubChem, National Center for Advancing Translational Sciences (NCATS)
# FUS yeast rescue – qHTS for Suppressors of FUS Proteinopathy: Primary screen using FUS-linked yeast assay; 390,000 tested, 0.24% active; S. cerevisiae FUS-expressing, growth rescue, OD600, 24 h; Potency, µM (doses to about 76.6 µM), without a hit: top-dose growth rescue (activation), hits mostly activators;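 also: potency is read from the fitted curve at half-maximal effect; plate controls were DMSO vehicle for no effect and reference control for full effect; nearly all actives have a fitted effect of over 55% in size; some results filed as inactive show a strong effect at the top dose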
#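 Yeast FUS proteinopathy model; galactose-induced FUS (2%), starting OD 0.005. Cpds in dilution series, 24hr, 30C, 99% humidity. Abs 600 nm growth. Pos ctrl CP55940 (top 92uM final); neg ctrl DMSO.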
# Abeta rescue – qHTS for compounds that reverse cellular toxicity of Amyloid beta (A-beta) peptide in yeast: Primary Screen; 410,000 tested, 0.063% active; Potency, µM (doses to about 46.1 µM), for the others: top-dose growth rescue, most hits filed as activators; yeast expressing A-beta42, growth rescue, OD600, 48 h; response scale: 0% DMSO, 100% iron-clioquinol control; also: potency is read from the fitted curve at half-maximal effect; nearly all actives have a fitted effect of over 55% in size
#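 Yeast A-beta toxicity model in growth medium with pinned compounds, 48 h at 30 C; growth read as absorbance at 600 nm. Normalized to FeCl3/clioquinol equimolar mix (positive) and DMSO (negative).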
# GLP1R inv ag – qHTS of GLP-1 Receptor Inverse Agonists (Inhibition Mode) | HEK293 GLP-1R CRE-luciferase, luminescence, 24 h; GLP-1R form is constitutively active | Potency, µM (titrated, usually from 38.3 µM), for inactives: top-dose activity change, negative = inhibition, actives largely listed as inhibitors | 410,000 tested, 1.6% active | AID 624417, 2012; also: potency is read from the fitted curve at half-maximal effect; % is scaled to controls: 0 for no effect and ±100 for the full control effect; nearly all actives have a fitted effect of over 55% in size
# Target sequence (P43220 whole entry, looked up): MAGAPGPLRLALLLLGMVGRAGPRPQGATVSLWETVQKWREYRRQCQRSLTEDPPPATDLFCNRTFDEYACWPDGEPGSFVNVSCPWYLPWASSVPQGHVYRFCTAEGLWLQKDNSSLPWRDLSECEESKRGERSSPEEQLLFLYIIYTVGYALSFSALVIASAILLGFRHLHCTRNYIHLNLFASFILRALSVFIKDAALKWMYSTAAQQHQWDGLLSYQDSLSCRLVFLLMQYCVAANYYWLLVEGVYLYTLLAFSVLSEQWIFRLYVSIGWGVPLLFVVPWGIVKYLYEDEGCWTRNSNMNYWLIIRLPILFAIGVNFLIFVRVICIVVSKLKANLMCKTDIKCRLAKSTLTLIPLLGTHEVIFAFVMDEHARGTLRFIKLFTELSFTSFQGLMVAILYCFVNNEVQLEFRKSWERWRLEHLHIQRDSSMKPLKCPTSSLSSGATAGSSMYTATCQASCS
#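 Readout was luciferase luminescence, measured 12 min after detection reagent at room temperature. Beforehand, GLP-1R reporter HEK293 cells had sat 12 h, then received compounds for 24 hr at 37 deg C.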
# TDP43 rescue – qHTS of TDP-43 Inhibitors; TDP-43 expressing yeast growth rescue, BacTiter-Glo, 24 h; Potency, µM (titrated, usually from 46.1 µM), for inactives: top-dose growth rescue (activation), hits mostly activators; 410,000 tested, 1.8% active; also: potency is read from the fitted curve at half-maximal effect; % of control where 0% means no effect; nearly all actives have a fitted effect of over 50% in size
#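 Cell-based yeast growth screen: TDP-43 expression induced in galactose, inoculum OD600=0.02 after raffinose pregrowth to mid-log. Read-out BacTiter-Glo luminescence at 24 hr, 30 deg C; inhibition of toxicity seen as signal increase.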
# D3 antag – qHTS of D3 Dopamine Receptor Antagonist: qHTS; D3R cells, DiscoveRx beta-arrestin luminescence, antagonist mode; hits give low values; D(3) dopamine receptor (Homo sapiens), P35462; 360,000 tested, 2.5% active; max response, negative = inhibition, %; AID 652054, 2013; in the data active = max response below about -50%; inconclusive = no clear call, values can overlap the other calls; also: % is scaled to controls: 0 for no effect and ±100 for the full control effect; mostly tested at two doses, the higher about 12 µM
#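 Cells expressing the human receptor were seeded at 1500 cells/well, incubated overnight at 37 degrees C in 5% CO2, then exposed to library compounds with dopamine controls for 90 minutes at 37 degrees C before luminescent detection.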
# pAkt inh – HTS Assay for Inhibitors of Akt Phophorylation: Primary Screen | Neuro2A IGF-stimulated pAkt S473 HTRF, 20 min; hits give low values | activity change, % for hits at 50 µM | 360,000 tested, 0.32% active; in the data active = activity change below about -80%; inconclusive = mostly about -51% to -80%; also: % is scaled to controls: 0 for no effect and ±100 for the full control effect
#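 Single-point screen (50 µM final compound) in Neuro2A cells stimulated 20 min with 6 nM IGF at 37 deg C. After lysis, Ser473-phosphorylated Akt read by HTRF (ex 330 nm, em 615/665 nm) as the 665/615 ratio.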
# aSyn rescue – qHTS of alpha-syn Inhibitors; Yeast expressing alpha-synuclein, growth rescue, BacTiter-Glo, 24 h; Potency, µM (highest dose often 46.1 µM), for inactives: top-dose growth rescue (activation), usual class: activators; 370,000 tested, 0.14% active; AID 652106, 2013; also: potency is read from the fitted curve at half-maximal effect; % of control where 0% means no effect; nearly all actives have a fitted effect of over 65% in size
#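 Rescue of yeast growth: cells expressing toxic alpha-synuclein, induced in galactose at OD600 0.02, incubated with compound 24 h at 30 C. ATP luminescence quantified growth; inhibitors of toxicity appear as activators.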
# PTHR1 ag – qHTS for PTHR1 Agonists: Primary Screen; Parathyroid hormone/parathyroid hormone-related peptide receptor (Homo sapiens), Q03431; HEK293 GP2 PTHR1 cells, GloSensor cAMP luminescence, 1 h; Potency, µM (top dose mostly 115 µM), for the others: at the top dose activation, usual class: activators; 410,000 tested, 0.075% active; also: potency is read from the fitted curve at half-maximal effect; nearly all actives have a fitted effect of over 55% in size; some results filed as inactive show a strong effect at the top dose; inactives centre near -15; many of its hits are not listed in these tables
# Target sequence (Q03431 whole entry, looked up): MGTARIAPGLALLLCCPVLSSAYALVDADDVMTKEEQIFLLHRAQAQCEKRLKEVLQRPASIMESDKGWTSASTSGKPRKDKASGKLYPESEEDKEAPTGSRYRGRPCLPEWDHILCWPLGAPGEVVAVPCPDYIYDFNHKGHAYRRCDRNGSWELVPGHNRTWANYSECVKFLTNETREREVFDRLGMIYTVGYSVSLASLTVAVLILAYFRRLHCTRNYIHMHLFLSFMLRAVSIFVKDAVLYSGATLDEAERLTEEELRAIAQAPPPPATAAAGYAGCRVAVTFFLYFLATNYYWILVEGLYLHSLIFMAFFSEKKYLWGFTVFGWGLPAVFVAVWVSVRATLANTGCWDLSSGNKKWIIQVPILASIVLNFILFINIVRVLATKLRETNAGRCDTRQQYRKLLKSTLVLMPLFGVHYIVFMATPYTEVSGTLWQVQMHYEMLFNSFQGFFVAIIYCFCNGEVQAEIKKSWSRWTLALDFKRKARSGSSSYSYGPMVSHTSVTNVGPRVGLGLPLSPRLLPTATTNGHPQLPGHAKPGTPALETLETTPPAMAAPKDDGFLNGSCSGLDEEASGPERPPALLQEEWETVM
#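 HEK-293-derived GP2 cells expressing PTHR1 and a GloSensor cAMP reporter, 3,000/well, plated overnight, given luciferin plus IBMX (each 0.5 mM as added) for 1 h at 37 °C, then compound for 1 h at 37 °C. Luminescence was read after 15 min at room temperature.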
# GLP-1R agonist – qHTS of GLP-1 Receptor Agonists; HEK293 GLP-1R CRE-luciferase, luminescence, 4-6 h; cells express a hypersensitive GLP-1R form; Potency, µM (titrated, usually from 45.6 µM), without a hit: at the highest dose activation, most hits filed as activators; 380,000 tested, 0.007% active; also: potency is read from the fitted curve at half-maximal effect; % of control where 0% means no effect
# Active calls of the source: *; i = inactive; u = inconclusive; x = not tested or not shown; & = joins results of further samples; [ ] = remark or other dose. Unless noted, calls follow the shape of the dose curve; as a rule, active = well fitted curve in the direction sought with a large enough effect; inconclusive = small, poorly fitted or top-dose-only effect, or another doubt; inactive = no such curve, though single readings can be large; an effect the other way counts as inactive or inconclusive. Some of the compounds tested; rates above refer to the full screens.
SMILES,FUS yeast rescue,Abeta rescue,GLP1R inv ag,TDP43 rescue,D3 antag,pAkt inh,aSyn rescue,PTHR1 ag,GLP-1R agonist
CCCOc1ccc(CN(C(=O)c2cc(=O)c3ccc(C)cc3o2)C2CCS(=O)(=O)C2)cc1 (configuration not stated),43%,-11%,27%,11%,x,x,x,i,x
CN(C(=O)CN(C)S(=O)(=O)c1ccc(F)cc1)c1c(N)n(Cc2ccccc2)c(=O)[nH]c1=O,13%,-9%,-6%,-4%,-5,i,-1%,i,-5%
COc1cc(NC(=O)c2cc3ccccc3cc2O)c(OC)cc1Cl,-16%,-14%,u,11%,58,i,-4%,-46%,-3%
C[C@@H]1CN([C@H](C)CO)S(=O)(=O)c2ccc(Br)cc2O[C@H]1CN(C)C(=O)Nc1ccccc1,-2%,0%,8%,7%,13,i,2%,-7%,-1%
CCCCCCNC(=O)C(=O)NCCc1ccc(Cl)cc1,-1%,-4%,-14%,12%,-5,i,0%,i,0%
CCn1c(=O)c(C(=O)NCCc2ccc(OC)c(OC)c2)c(O)c2ccccc21,u,-38%[inhibitor],3%,-33%[inhibitor],-3,i,17%,-30%[inhibitor],19%
Cc1cccc(OCC(=O)N(Cc2cccs2)c2ccc(Cl)cc2)c1C,22%,0%,u,0%,x,x,x,i,x
CC(C)CCNc1nc(N)c([N+](=O)[O-])c(NCCO)n1,-5%,-12%,13%,-17%,6,i,1%,-19%,22%
CCc1cccc(NC(=O)CNC(=O)N2CC(=O)Nc3ccccc32)c1,10%,-3%,-28%,-3%,-16,i,0%,i,-2%
CC1(C)CC2CC(C)(CN2C(=O)C23CCC(C)(C(=O)C2)C3(C)C)C1 (configuration not stated),x,9%,-11%,u,7,i,-14%,i,-2%
Cc1[nH]ccc(=O)c1OC1OC(CO)C(O)C(O)C1O (configuration not stated),-25%,2%,15%,22%,5,i,0%,i,9%
Cc1cccc(N(CC(=O)NC2CCCC2)C(=O)CCC(=O)Nc2nc(C)cs2)c1,-2%,-8%,-16%,-6%,16,i,5%,-4%,12%
Cc1cccc(C)c1NC(=O)C(C)Sc1n[nH]c(-c2ccncc2)n1 (configuration not stated),-17%,15%,18%,-9%,12,i,0%,i,5%
Cc1cc(NC(=O)CCS(=O)(=O)c2nc(-c3ccccc3)cc(C(F)(F)F)n2)no1,-6%,10%,u,14%,-25,i,-19%,-19%,-26%
CCOc1ccccc1-c1ccc(C(=O)NCc2ccccc2)o1,23%,-17%,u,16µM*,-16,i,3%,i,-1%
O=C(Cc1csc(NC(=O)Nc2cccc(Cl)c2)n1)NCc1cccnc1,-5%,-1%,u,17%,-2,i,-6%,-49%[inhibitor],-4%
Cc1cc(Nc2ccccc2)c2c([N+](=O)[O-])ccc(C)c2n1,5%,-3%,-14%,-19%[0.397 µM],u,i,-7%,i,21%
CN1CCN(C(=O)c2cc3sccc3n2CC(=O)c2ccccc2)CC1,15%,10%,-2%,-27%,-62*,i,0%,-16%,-5%
Cc1cc(C)cc(OCC(=O)Nc2ccncc2)c1,20%,-6%,u,-7%,6,i,-3%,-41%[inhibitor],4%
CN(C)Cc1csc(NC(=O)Nc2ccccc2Oc2ccccc2)n1,-4%,3%,u,24%,-8,i,3%,-5%,-7%

# Look-ups from the list:
# COc1cc(NC(=O)c2cc3ccccc3cc2O)c(OC)cc1Cl in aSyn rescue reads -4%
# Cc1cccc(N(CC(=O)NC2CCCC2)C(=O)CCC(=O)Nc2nc(C)cs2)c1 in Abeta rescue reads -8%
# O=C(Cc1csc(NC(=O)Nc2cccc(Cl)c2)n1)NCc1cccnc1 in D3 antag reads -2
# Cc1cc(NC(=O)CCS(=O)(=O)c2nc(-c3ccccc3)cc(C(F)(F)F)n2)no1 in GLP-1R agonist reads -26%
# CCOc1ccccc1-c1ccc(C(=O)NCc2ccccc2)o1 in Abeta rescue reads -17%

# Further results follow:
SMILES,FUS yeast rescue,Abeta rescue,GLP1R inv ag,TDP43 rescue,D3 antag,pAkt inh,aSyn rescue,PTHR1 ag,GLP-1R agonist
COc1cc(C2C(C(=O)OCC(C)C)=C(C)N=C3SCCC(=O)N32)ccc1OCc1ccccc1 (configuration not stated),11%,-7%,-6%,13%,x,x,x,i,x
Cc1cc(=O)oc2cc(O)cc(O)c12,-32%,-22%,-46%,4%,0,i,-1%,-4%,3%
O=C(NCc1nnc(SCC(=O)N2CCOCC2)o1)c1c(F)cccc1Cl,-13%,-7%,1%,22%,-1,i,0%,i,1%
CC1CCCN(c2cc3c(cc2F)c(=O)c(S(=O)(=O)c2cccc(Cl)c2)cn3Cc2ccccc2)C1 (configuration not stated),-19%,4%,8%,0%,x,x,x,-1%,x
COc1ccccc1N(CC(=O)Nc1ccc(C(F)(F)F)cc1)S(C)(=O)=O,13%,7%,-28%,-4%,1,i,3%,i,7%
O=C(COc1ccc2ccc(=O)oc2c1)OCc1ccccc1,-3%,4%,-2%,u,25,i,0%,-20%,3%
CCCn1c(SCC(=O)NCc2ccc(C)cc2)n[nH]c1=O,2%,5%,-20%,x,48,i,1%,i,-1%
Cc1cnc(NC(=O)C2(c3ccccc3)CC2)s1,-7%,21%,u,u,0,i,3%,-6%,-1%
Cc1ccc(OCC(=O)N(Cc2cccs2)C2CCS(=O)(=O)C2)cc1 (configuration not stated),3%,-4%,-23%,-7%,0,i,4%,-3%,7%
COCCCNC(=S)NNC(=O)c1cc(Cl)c(O)c(Cl)c1,-12%,-12%,-3%,16%,1,i,2%,-12%,3%
S=c1[nH]nc(COc2ccccc2)n1/N=C/c1c(Cl)cccc1Cl,11%,-7%,-5%,7%,-2,i,-4%,i,-5%
COC(=O)Nc1nc(-c2ccccc2)c(C(=O)c2ccccc2)s1,1%,22%,u,12%,-28,i,-5%,i,u
C[n+]1cccc(/C=N/Nc2nc(Cl)c(C#N)c(Cl)c2Cl)c1,14%,-9%,-1%,-13%,-7,i,-19%,-1%,0%
CC(OC(=O)c1ccc(Cl)cc1)C(=O)NCc1ccc2c(c1)OCO2 (configuration not stated),-19%,15%,-26%,27%,-10,i,7%,-24%,7%
Cc1cc(C(=O)OCC(=O)Nc2cccc(S(=O)(=O)N(C)C)c2)c2ccccc2n1,26%,-7%,12%,8%,55,i,0%,-31%[inhibitor],11%
CCOc1ccc(NC(=O)C(NC(=O)C2CCC(C)CC2)C(C)C)cc1 (configuration not stated),-37%&-20%,-6%&-14%,-4%&3%,-18%&18%,-11,i,2%,-11%,-4%
O=C(C1=C[C@@H](c2coc3ccccc3c2=O)C[C@@H](OCCCCO)O1)N1CCN(Cc2ccc3c(c2)OCO3)CC1,1%,-9%,2%,7%,7,i,0%,-51%[inhibitor],-10%
O=C(OCC(=O)N1CCCCCC1)c1cccnc1Cl,-6%,12%,7%,10%,12,i,1%[1.84 µM],i,-7%
CC(=O)Nc1sc2c(c1C(c1ccccn1)N1CCCC1)CCCC2 (configuration not stated),-6%,9%,u,11%,-3,i,5%,-3%,0%
CCOC(=O)/C(=N\Nc1ncnc2ccccc12)c1ccc(OC)cc1,19%,-17%,u,-5%,-3,i,-2%,-28%,-1%
Oc1ccc(/C=N/NC(=S)N2CCOCC2)cc1,18%,17%,u,27%,10,i,-8%,-2%,5%
CCOC(=O)c1sc(NC(=O)CN(CC)CC)c(C(=O)OCC)c1C,1%,-20%,-2%,-13%,-3,-81%*,16%,0%[57.5 µM],-6%
Nc1cccnc1S(=O)(=O)c1cccc(C(F)(F)F)c1,12%,-39%[inhibitor],12%,-2%,-12,i,-2%,-73%[inhibitor],2%
CCOC(=O)Nc1sc(C(=O)N(C)C)c(C)c1C(=O)OCC,-1%,-12%,67%[activator],0%,-18,i,12%,-6%[57.5 µM],5%
O=C1NCCCc2c1oc1cc(Br)c(O)c(Br)c21,34%,-12%,4%,7%,6,i,-5%,i,-3%
CC(C)Oc1ccc(CNC(=O)c2ccc3nc(C(C)C)oc3c2)cc1,37%,-2%,-6%,24%,x,x,x,-16%,x
Cc1ccc(C)c(NC(=O)C2CCN(S(=O)(=O)c3ccc4c(c3)NC(=O)CO4)CC2)c1,u,6%,u,-19%,-15,i,-2%,-35%[inhibitor],-3%
CC(=O)N1CCN(Cc2cc(=O)oc3ccc4ccccc4c23)CC1,-13%,-18%,3%,10%,0,i,5%,-15%,-6%
COC(=O)CSc1nc(-c2ccccc2)c2c(c1C#N)CCCC2,9%,-31%[inhibitor],u,-5%,6,i,12%,-16%[57.5 µM],6%
CCCOC(=O)CSc1nnc(-c2cc(OC)c(OC)c(OC)c2)o1,13%,5%,14%,0%,0,i,-1%,-6%[57.5 µM],7%

# Of the compounds above, 2 contain a cyano group:
SMILES,FUS yeast rescue,Abeta rescue,GLP1R inv ag,TDP43 rescue,D3 antag,pAkt inh,aSyn rescue,PTHR1 ag,GLP-1R agonist
C[n+]1cccc(/C=N/Nc2nc(Cl)c(C#N)c(Cl)c2Cl)c1,14%,-9%,-1%,-13%,-7,i,-19%,-1%,0%
COC(=O)CSc1nc(-c2ccccc2)c2c(c1C#N)CCCC2,9%,-31%[inhibitor],u,-5%,6,i,12%,-16%[57.5 µM],6%
